Screening results (PubChem BioAssay)
USP30 block – blocks human USP30 ubiquitin-rhodamine cleavage | Q70CQ3 | purified USP30, Ub-rhodamine cleavage fluorescence | inhibition, % at 25 µM | 5.3% of 47,000 active | AID 1645860
Target sequence (Q70CQ3 whole entry, looked up): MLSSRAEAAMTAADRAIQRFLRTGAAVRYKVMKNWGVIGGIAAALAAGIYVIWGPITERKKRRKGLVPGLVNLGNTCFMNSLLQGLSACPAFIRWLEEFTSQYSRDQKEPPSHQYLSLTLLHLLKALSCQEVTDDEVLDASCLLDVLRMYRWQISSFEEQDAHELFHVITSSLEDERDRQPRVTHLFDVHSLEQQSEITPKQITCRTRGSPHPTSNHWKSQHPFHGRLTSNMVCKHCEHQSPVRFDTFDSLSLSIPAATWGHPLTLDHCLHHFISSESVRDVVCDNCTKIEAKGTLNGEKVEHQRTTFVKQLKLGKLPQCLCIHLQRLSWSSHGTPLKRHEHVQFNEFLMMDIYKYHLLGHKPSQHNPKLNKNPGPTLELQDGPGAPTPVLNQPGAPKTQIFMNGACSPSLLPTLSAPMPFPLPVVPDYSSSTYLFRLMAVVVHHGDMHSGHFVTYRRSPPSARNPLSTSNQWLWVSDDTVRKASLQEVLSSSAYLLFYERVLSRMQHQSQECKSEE
USP28 inh – blocks human USP28 ubiquitin-rhodamine cleavage. purified USP28, Ub-rhodamine cleavage fluorescence, 30 min. inhibition, % at 25 µM. 3% of 47,000 active
USP10 inh – human USP10 deubiquitinase inhibition; Q14694; purified USP10, Ub-rhodamine fluorescence, 60 min; inhibition, % at 20 µM; 1.1% of 47,000 active
OTUD3 inh – inhibitors of human OTUD3 deubiquitinase; Q5T2D3; purified OTUD3, Ub-rhodamine fluorescence, 2 h; inhibition, % at 25 µM; 0.7% of 47,000 active
UCHL1 inh – human UCHL1 deubiquitinase inhibition; 0.2% of 47,000 active; purified UCHL1, Ub-rhodamine cleavage fluorescence; AID 1645859; inhibition, % at 20 µM; P09936
Target sequence (P09936 whole entry, looked up): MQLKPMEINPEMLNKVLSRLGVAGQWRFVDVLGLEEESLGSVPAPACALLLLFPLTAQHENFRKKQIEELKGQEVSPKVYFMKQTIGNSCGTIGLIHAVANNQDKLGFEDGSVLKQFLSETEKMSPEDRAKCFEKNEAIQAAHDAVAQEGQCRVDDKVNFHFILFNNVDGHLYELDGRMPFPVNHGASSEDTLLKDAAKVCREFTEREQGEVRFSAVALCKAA
USP7 inh – inhibitors of human USP7 deubiquitinase; Q93009; purified USP7, Ub-rhodamine cleavage fluorescence; inhibition, % at 20 µM; 0.3% of 47,000 active; AID 1645854
USP17 block – blocks human USP17 ubiquitin-rhodamine cleavage | inhibition, % at 50 µM | 6.5% of 47,000 active | A8MUK1 | purified USP17, Ub-rhodamine cleavage fluorescence, 3 h | AID 1645855
USP8 inh – human USP8 deubiquitinase inhibition. purified USP8, Ub-rhodamine cleavage fluorescence, 30 min. inhibition, % at 20 µM. 4.2% of 47,000 active
Starred values were filed as active, the others as inactive. No stated cut-off is given here; in the data, active means inhibition above about 30%; inactive means the rest.

How did Cc1cc(-n2cnnn2)cc(C)c1S(=O)(=O)NC1CCCCC1 do in these assays?
USP30 block: 24; USP28 inh: 15; USP10 inh: 0; OTUD3 inh: 13; UCHL1 inh: 3; USP7 inh: -24; USP17 block: 9; USP8 inh: 13

Results for CS(=O)(=O)N(CC(=O)NCCN1CCOCC1)c1ccc(Br)cc1 ?
USP30 block: 11; USP28 inh: -5; USP10 inh: 3; OTUD3 inh: -4; UCHL1 inh: -1; USP7 inh: 4; USP17 block: 5; USP8 inh: 13

Results for COc1ccc(CN2CCCC(Cc3cc(-c4ccccc4)no3)(C(=O)N(C)C)C2)cc1 (stereo unspecified) ?
USP30 block: -1; USP28 inh: -14; USP10 inh: -4; OTUD3 inh: -1; UCHL1 inh: -1; USP7 inh: -10; USP17 block: -9; USP8 inh: -3

What do the screens show for `Cn1ncc2c(NCc3ccc(Cl)cc3)nc(NC3CCCC3)nc21`?
USP30 block: 19; USP28 inh: 26; USP10 inh: 6; OTUD3 inh: 0; UCHL1 inh: 10; USP7 inh: -28; USP17 block: 6; USP8 inh: -3

Results for Cc1ccc(C)c(C(=O)COC(=O)c2ccccc2NS(=O)(=O)c2ccc3c(c2)OCCO3)c1 ?
USP30 block: -21; USP28 inh: -3; USP10 inh: 0; OTUD3 inh: 1; UCHL1 inh: 4; USP7 inh: 9; USP17 block: -19; USP8 inh: -119

How did COC(=O)c1cc2sc(Cl)cc2n1Cc1cc(=O)n2ccccc2n1 do in these assays?
USP30 block: -76; USP28 inh: -32; USP10 inh: -5; OTUD3 inh: -24; UCHL1 inh: -2; USP7 inh: -6; USP17 block: -40; USP8 inh: -9

What do the screens show for `Cn1ncc2c1C(COCC1CC1)N(C(=O)c1cccnc1)CC2` (stereo unspecified)?
USP30 block: -28; USP28 inh: -14; USP10 inh: -2; OTUD3 inh: -6; UCHL1 inh: -3; USP7 inh: -4; USP17 block: -17; USP8 inh: -68

What do the screens show for `COC[C@H]1C[C@@H]2CN(C(=O)NC3CCOCC3)C(C)[C@H]1N2Cc1ccccc1` (stereo partly specified)?
USP30 block: 25; USP28 inh: 7; USP10 inh: -1; OTUD3 inh: 9; UCHL1 inh: 0; USP7 inh: 3; USP17 block: 4; USP8 inh: 13

How did Cc1csc2c(N3CCOCC3)ncnc12 do in these assays?
USP30 block: 0; USP28 inh: 0; USP10 inh: 1; OTUD3 inh: -2; UCHL1 inh: -1; USP7 inh: 3; USP17 block: -6; USP8 inh: 4

How did O=C(Cn1cc(-c2ccccc2)c2ncn(C3CC3)c(=O)c21)NCc1ccc2c(c1)OCO2 do in these assays?
USP30 block: -76; USP28 inh: -10; USP10 inh: -4; OTUD3 inh: -3; UCHL1 inh: -1; USP7 inh: 0; USP17 block: -8; USP8 inh: 41*

What do the screens show for `CC(C(=O)Nc1sccc1C#N)N1CCCC1c1ccc2c(c1)OCCO2` (stereo unspecified)?
USP30 block: -17; USP28 inh: -2; USP10 inh: -3; OTUD3 inh: -7; UCHL1 inh: -3; USP7 inh: 0; USP17 block: -12; USP8 inh: -13

Results for O=S(=O)(NCC(c1ccccc1)N1CCN(c2ncccn2)CC1)c1ccccc1 (stereo unspecified) ?
USP30 block: -12; USP28 inh: -10; USP10 inh: 1; OTUD3 inh: -4; UCHL1 inh: 0; USP7 inh: -1; USP17 block: -18; USP8 inh: -1

What do the screens show for `COc1ccc(C2CC(=O)N(CCc3ccccc3)C(=O)C2)cc1OC`?
USP30 block: 2; USP28 inh: -6; USP10 inh: 0; OTUD3 inh: -3; UCHL1 inh: 0; USP7 inh: -2; USP17 block: 1; USP8 inh: 0

What do the screens show for `O=C(Nc1cnc(N2CCCC2)nc1)c1cccc(F)c1`?
USP30 block: -18; USP28 inh: 1; USP10 inh: -6; OTUD3 inh: -13; UCHL1 inh: -4; USP7 inh: -20; USP17 block: -11; USP8 inh: -17

Results for c1ccc(CSc2ncnc3c2nnn3Cc2ccccc2)cc1 ?
USP30 block: 17; USP28 inh: 17; USP10 inh: -2; OTUD3 inh: 23; UCHL1 inh: 2; USP7 inh: -8; USP17 block: 9; USP8 inh: 7

What do the screens show for `CCC1CCCCN1C(=O)CSc1nc2ccccc2cc1C` (stereo unspecified)?
USP30 block: 21; USP28 inh: 17; USP10 inh: 5; OTUD3 inh: 9; UCHL1 inh: -1; USP7 inh: -20; USP17 block: 10; USP8 inh: 9

Results for Cc1nccn1Cc1noc(-c2ccc3c(c2)OCO3)n1 ?
USP30 block: -4; USP28 inh: 6; USP10 inh: -1; OTUD3 inh: -5; UCHL1 inh: -2; USP7 inh: -2; USP17 block: -8; USP8 inh: 0

How did CC(C(=O)NC1CCCC1)N(C(=O)Cn1nnc(-c2ccc(F)cc2)n1)c1ccccc1C(F)(F)F (stereo unspecified) do in these assays?
USP30 block: 24; USP28 inh: 18; USP10 inh: 4; OTUD3 inh: 17; UCHL1 inh: 6; USP7 inh: 0; USP17 block: 6; USP8 inh: 7

What do the screens show for `Cc1cccc(NC(=O)c2cc3cccnc3n(C)c2=O)c1`?
USP30 block: -36; USP28 inh: 31*; USP10 inh: -2; OTUD3 inh: -4; UCHL1 inh: -1; USP7 inh: 0; USP17 block: -1; USP8 inh: -8

Results for CC1CCN(c2nc(C(C)NC(=O)c3ccn(C)n3)cc(=O)[nH]2)CC1 (stereo unspecified) ?
USP30 block: -2; USP28 inh: -9; USP10 inh: -2; OTUD3 inh: -7; UCHL1 inh: -2; USP7 inh: -4; USP17 block: -4; USP8 inh: -2

Results for Cc1sc2nc(CN3CCCC3)nc(Oc3ccc(-c4nnco4)cc3)c2c1C ?
USP30 block: -301; USP28 inh: -98; USP10 inh: -6; OTUD3 inh: -71; UCHL1 inh: -18; USP7 inh: -26; USP17 block: -36; USP8 inh: -2

How did O=C(NC1CC1)c1cc(-c2ccn(C3CCCC3)n2)n2ccccc12 do in these assays?
USP30 block: -317; USP28 inh: -70; USP10 inh: -11; OTUD3 inh: -76; UCHL1 inh: -17; USP7 inh: -125; USP17 block: -52; USP8 inh: -61

How did O=C(NCc1ccccc1Cl)C1Oc2ccccc2NC1=O (stereo unspecified) do in these assays?
USP30 block: -2; USP28 inh: -6; USP10 inh: -1; OTUD3 inh: -8; UCHL1 inh: -3; USP7 inh: -12; USP17 block: -4; USP8 inh: 0

How did Cc1ccc(/C=C/C(=O)Nc2ccc3c(c2)OCCO3)cc1 do in these assays?
USP30 block: -13; USP28 inh: 80*; USP10 inh: 10; OTUD3 inh: -8; UCHL1 inh: 0; USP7 inh: 1; USP17 block: -8; USP8 inh: -30

Results for COc1cc(C)ccc1OCC(=O)Nc1cc(Cl)ccc1N1CCCC1 ?
USP10 inh: 2; OTUD3 inh: -2; UCHL1 inh: 6; USP7 inh: 6; USP17 block: 12; USP8 inh: 3

How did COc1ccccc1NC(=O)CSc1nc(C)nc2c1oc1ccccc12 do in these assays?
USP30 block: 35*; USP28 inh: 18; USP10 inh: 1; OTUD3 inh: 15; UCHL1 inh: 1; USP7 inh: 5; USP17 block: 26; USP8 inh: 20

What do the screens show for `CCc1nc(-c2ccc(C)c(S(=O)(=O)NCC(C)c3ccccc3)c2)no1` (stereo unspecified)?
USP30 block: 8; USP28 inh: 6; USP10 inh: 12; OTUD3 inh: -4; UCHL1 inh: 6; USP7 inh: 8; USP17 block: -2; USP8 inh: 6

How did CCNC(=O)N1CCCC(c2cccc(C(=O)NCc3ccccc3)c2)C1 (stereo unspecified) do in these assays?
USP30 block: 0; USP28 inh: -9; USP10 inh: 0; OTUD3 inh: -4; UCHL1 inh: 0; USP7 inh: 0; USP17 block: -2; USP8 inh: 0

What do the screens show for `CC(C)CC(=O)N1CCCC(c2nc(N3CCOCC3)ncc2-c2cccnc2)C1` (stereo unspecified)?
USP30 block: 10; USP28 inh: -5; USP10 inh: 0; OTUD3 inh: -3; UCHL1 inh: -5; USP7 inh: -4; USP17 block: -1; USP8 inh: -3

Results for COc1ccccc1-c1ccccc1CC1CN(C(=O)Cc2cccnc2)CCN(C)C1=O (stereo unspecified) ?
USP30 block: 8; USP28 inh: 3; USP10 inh: 0; OTUD3 inh: 7; UCHL1 inh: 0; USP7 inh: 4; USP17 block: 8; USP8 inh: 4

What do the screens show for `CCOC(=O)N1CCN(c2nc3c(c(=O)[nH]c(=O)n3C)n2CCSc2ncccn2)CC1`?
USP30 block: 21; USP28 inh: 19; USP10 inh: 0; OTUD3 inh: 13; UCHL1 inh: 4; USP7 inh: 3; USP17 block: 16; USP8 inh: 22

How did CCN1C(=O)c2cccnc2Sc2cc(NC(=O)CCc3ccc(OC)cc3)ccc21 do in these assays?
USP30 block: -78; USP28 inh: 12; USP10 inh: -10; OTUD3 inh: -14; UCHL1 inh: -10; USP7 inh: -50; USP17 block: -11; USP8 inh: -2

What do the screens show for `CC1CCCC(C)N1CCCNC(=O)c1ccc2c(c1)NC(=O)C1CCCN21` (stereo unspecified)?
USP30 block: -499; USP28 inh: -110; USP10 inh: -7; OTUD3 inh: -122; UCHL1 inh: -47; USP7 inh: -50; USP17 block: -110; USP8 inh: -13

How did CCOc1cccc(C(=O)N2CCC(c3nc4ccccc4o3)CC2)c1 do in these assays?
USP30 block: 0; USP28 inh: -8; USP10 inh: 3; OTUD3 inh: 2; UCHL1 inh: 0; USP7 inh: -1; USP17 block: -7; USP8 inh: -18

How did O=C(OCC(=O)N1CCc2ccccc2C1)c1cc(S(=O)(=O)N2CCCCC2)ccc1Cl do in these assays?
USP30 block: 24; USP28 inh: 17; USP10 inh: 6; OTUD3 inh: 4; UCHL1 inh: 2; USP7 inh: 0; USP17 block: -4; USP8 inh: -2

How did CN1CCN(c2ncccn2)CC1c1nnc2ccc(C(=O)NC3CCC3)cn12 (stereo unspecified) do in these assays?
USP30 block: -12; USP28 inh: -12; USP10 inh: 0; OTUD3 inh: -5; UCHL1 inh: -2; USP7 inh: 3; USP17 block: -19; USP8 inh: -71

How did COc1ccc2nc(NC(=O)CCCOc3ccc(C(C)=O)cc3)sc2c1 do in these assays?
USP30 block: -37; USP28 inh: 2; USP10 inh: -5; OTUD3 inh: -11; UCHL1 inh: 0; USP7 inh: 0; USP17 block: -5; USP8 inh: -55

How did CC(C)n1c(C(=O)N2CCN(c3ccncc3)CC2)cc2c1c1ccccc1n2C do in these assays?
USP30 block: -35; USP28 inh: 17; USP10 inh: -2; OTUD3 inh: -21; UCHL1 inh: 0; USP7 inh: -9; USP17 block: -17; USP8 inh: -16

Results for Cc1cc(N2CCC(O)(c3ccc(F)cc3)CC2)n2nc(-c3nccn3C)cc2n1 ?
USP30 block: -66; USP28 inh: -29; USP10 inh: -1; OTUD3 inh: -33; UCHL1 inh: -4; USP7 inh: -8; USP17 block: -4; USP8 inh: -27

Compounds from the list above that contain a halogen (9):
Results for CS(=O)(=O)N(CC(=O)NCCN1CCOCC1)c1ccc(Br)cc1 ?
USP30 block: 11; USP28 inh: -5; USP10 inh: 3; OTUD3 inh: -4; UCHL1 inh: -1; USP7 inh: 4; USP17 block: 5; USP8 inh: 13

What do the screens show for `Cn1ncc2c(NCc3ccc(Cl)cc3)nc(NC3CCCC3)nc21`?
USP30 block: 19; USP28 inh: 26; USP10 inh: 6; OTUD3 inh: 0; UCHL1 inh: 10; USP7 inh: -28; USP17 block: 6; USP8 inh: -3

How did COC(=O)c1cc2sc(Cl)cc2n1Cc1cc(=O)n2ccccc2n1 do in these assays?
USP30 block: -76; USP28 inh: -32; USP10 inh: -5; OTUD3 inh: -24; UCHL1 inh: -2; USP7 inh: -6; USP17 block: -40; USP8 inh: -9

What do the screens show for `O=C(Nc1cnc(N2CCCC2)nc1)c1cccc(F)c1`?
USP30 block: -18; USP28 inh: 1; USP10 inh: -6; OTUD3 inh: -13; UCHL1 inh: -4; USP7 inh: -20; USP17 block: -11; USP8 inh: -17

How did CC(C(=O)NC1CCCC1)N(C(=O)Cn1nnc(-c2ccc(F)cc2)n1)c1ccccc1C(F)(F)F (stereo unspecified) do in these assays?
USP30 block: 24; USP28 inh: 18; USP10 inh: 4; OTUD3 inh: 17; UCHL1 inh: 6; USP7 inh: 0; USP17 block: 6; USP8 inh: 7

How did O=C(NCc1ccccc1Cl)C1Oc2ccccc2NC1=O (stereo unspecified) do in these assays?
USP30 block: -2; USP28 inh: -6; USP10 inh: -1; OTUD3 inh: -8; UCHL1 inh: -3; USP7 inh: -12; USP17 block: -4; USP8 inh: 0

Results for COc1cc(C)ccc1OCC(=O)Nc1cc(Cl)ccc1N1CCCC1 ?
USP10 inh: 2; OTUD3 inh: -2; UCHL1 inh: 6; USP7 inh: 6; USP17 block: 12; USP8 inh: 3

How did O=C(OCC(=O)N1CCc2ccccc2C1)c1cc(S(=O)(=O)N2CCCCC2)ccc1Cl do in these assays?
USP30 block: 24; USP28 inh: 17; USP10 inh: 6; OTUD3 inh: 4; UCHL1 inh: 2; USP7 inh: 0; USP17 block: -4; USP8 inh: -2

Results for Cc1cc(N2CCC(O)(c3ccc(F)cc3)CC2)n2nc(-c3nccn3C)cc2n1 ?
USP30 block: -66; USP28 inh: -29; USP10 inh: -1; OTUD3 inh: -33; UCHL1 inh: -4; USP7 inh: -8; USP17 block: -4; USP8 inh: -27
